Glyco luc inh = increase of ERlucT glycosylation luciferase signal, primary screen, N-linked glycosylation inhibitor project, D54 ERlucT cells, luminescence, set 2 | 0.23% of 360,000 active | AID 588692, 2011 | D54 ERlucT glycosylation luciferase reporter, 24 h; percent of 100 nM tunicamycin response | reporter increase, % at 12.5 µM;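 active = mean luciferase reporter signal, scaled so untreated is 0 and the glycosylation-blocking control 100, at or above a set limit in every replicate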;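 note: luciferase carries N-glycosylation sites so blocking glycosylation raises the light; 0% = median of neutral control wells and 100% = median of 100 nM tunicamycin wells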
CaV13 ICDI inh = Disruptors of the CACNA1D IQ motif to Ca2+-dependent inactivation inhibitor domain association, primary screening, Förster resonance energy transfer in intact living … | inhibition, % at 12.3 µM | HEK cells, CFP/YFP FRET ICDI-IQ, plate reader, 10 min; percent FRET-ratio fall versus neutral wells | 0.098% of 340,000 active;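 active = mean replicate inhibition of at least 30% and at least 1% of replicates passing that level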;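 note: 0% = median of the neutral control wells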
Cardio protect = cardioprotection against H2O2-induced cell death, primary screen, uHTS, H9c2 cells, ATPLite luminescence | H9c2 cardiomyocytes, H2O2 injury protection, 2 h | protection from H2O2 cell death, % at 20 µM | 0.63% of 360,000 active;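 active = compounds giving at least 50% protection of heart cells from peroxide-induced death in the single-dose screen, raw or plate-pattern-corrected value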;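 note: 0% = DMSO wells with peroxide and 100% = DMSO wells without peroxide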
ABCB6 inh 2 = ABCB6 transporter inhibitors, primary screen, K562-ABCB6 cells, flow cytometry, MLPCN library. fluorescence ratio to DMSO, % at 10 µM. 0.19% of 360,000 active. K562-ABCB6 porphyrin accumulation, 1 h; hits give low values. ATP-binding cassette sub-family B member 6 (Homo sapiens), Q9NP58;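 active = fluorescence ratio to DMSO below 75%, the collection mean minus 3 SD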;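 note: signal is porphyrin accumulated inside mitochondria; 100% equals median channel fluorescence of DMSO control wells; lower ratio means ABCB6 inhibition with less porphyrin fluorescence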
m5-HT2A agonist = mouse Htr2a agonists via beta-arrestin recruitment, primary screen, cell-based, luminescence; AID 624169, 2012; activation, % at 7.6 µM; 0.66% of 360,000 active; 5-hydroxytryptamine receptor 2A (Mus musculus), P35363; CHO-K1 mHTR2A beta-arrestin complementation; percent of 30 µM serotonin response;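 active = activation above a run cutoff, the mean activation of all tested compounds plus 3 SD, cut at about 14% in these data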;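 note: 0% = plate median of compound wells and 100% = 30 µM serotonin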
MC4R antagonist = MC4R antagonists of cAMP signaling, primary screen, cell-based, TR-FRET, antagonist arm of biased-ligand search | Melanocortin receptor 4 (Homo sapiens), P32245 | MC4R-expressing cells, MTII-stimulated cAMP, LANCE TR-FRET | inhibition, % at 6.5 µM | 0.48% of 360,000 active;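 active = inhibition above its plate's cutoff, the mean of tested wells on that plate plus 3 SD, cut at about 29% in these data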;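 note: 0% = Melanotan II alone and 100% = Melanotan II plus saturating MCL0020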
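Test system: U2OS cells stably expressing human melanocortin 4 receptor (MC4R); also added: Melanotan II challenge; compound: 6.5 µM single dose; timing: 30-min compound preincubation, 1-h Melanotan II challenge, 1-h detection, room temperature; signal: Eu-cAMP/anti-cAMP TR-FRET, emission 671 nm; repeats: one well per compound, no replicates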
MC4R ag barr = MC4R agonists recruiting beta-arrestin, primary screen, cell-based, luminescence, agonist arm of biased-ligand search; activation, % at 8.9 µM; U2OS MC4R beta-arrestin complementation; percent of melanotan II response, DMSO zero; 0.98% of 360,000 active;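 active = activation above a per-plate cutoff, the mean activation of sample wells on that plate plus 3 SD, cut at about 8% in these data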
ABHD5 PLIN5 PPI = ABHD5-PLIN5 interaction inhibitors, primary screen, cell lysate, split luciferase complementation, luminescence; AID 602281, 2012; Split G. princeps luciferase complementation, 4 h; inhibition, % at 4 µM; 0.78% of 360,000 active; Perilipin-5 (Homo sapiens) + 1-acylglycerol-3-phosphate O-acyltransferase ABHD5 (Homo …;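 active = inhibition above the mean inhibition across every tested compound plus 3 SD, cut at about 22% in these data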;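 note: 0% = DMSO only wells and the 100% control is not disclosed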
Target sequence (Q00G26 whole entry, looked up): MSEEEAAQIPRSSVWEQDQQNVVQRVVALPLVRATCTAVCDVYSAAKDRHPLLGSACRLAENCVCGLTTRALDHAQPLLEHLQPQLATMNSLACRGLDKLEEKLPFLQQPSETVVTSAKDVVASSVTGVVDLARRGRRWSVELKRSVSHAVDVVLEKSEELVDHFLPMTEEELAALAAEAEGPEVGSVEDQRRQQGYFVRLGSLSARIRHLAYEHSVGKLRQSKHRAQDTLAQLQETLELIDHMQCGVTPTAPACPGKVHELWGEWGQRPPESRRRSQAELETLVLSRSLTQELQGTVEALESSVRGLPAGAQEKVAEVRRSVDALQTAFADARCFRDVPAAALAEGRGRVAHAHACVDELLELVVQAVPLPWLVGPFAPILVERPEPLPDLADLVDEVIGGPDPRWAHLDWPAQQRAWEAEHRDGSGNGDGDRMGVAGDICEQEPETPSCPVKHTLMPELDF
Target sequence (Q8WTS1 whole entry, looked up): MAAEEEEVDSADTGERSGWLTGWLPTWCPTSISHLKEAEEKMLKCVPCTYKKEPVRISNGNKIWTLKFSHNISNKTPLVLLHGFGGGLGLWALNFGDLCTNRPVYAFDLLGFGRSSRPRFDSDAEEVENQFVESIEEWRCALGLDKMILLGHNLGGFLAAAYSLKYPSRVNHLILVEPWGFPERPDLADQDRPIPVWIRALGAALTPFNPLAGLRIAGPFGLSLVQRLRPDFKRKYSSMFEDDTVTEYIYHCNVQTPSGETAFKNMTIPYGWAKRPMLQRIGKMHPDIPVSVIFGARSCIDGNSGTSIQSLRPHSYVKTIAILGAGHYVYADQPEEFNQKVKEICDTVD
PDI turbidity = inhibitors of human PDI, primary screen, biochemical, turbidity, single point, plate reader | inhibition, % at 10 µM | AID 588391, 2011 | PDI insulin aggregation turbidity, A650, 90 min | Protein disulfide-isomerase (Homo sapiens), P07237 | 0.052% of 350,000 active;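 active = mean inhibition across replicates of 30% or more, whatever share of single replicates reach that level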;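 note: absorbance from insulin aggregation driven by PDI reduction with DTT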
Granule exo inh = LAMP-1 surface exposure blockers, TALL-104 cells – cell-based, flow cytometry, MLPCN library, primary screen | TALL-104 LAMP-1 surface exposure; cells stimulated with thapsigargin and PMA | inhibition, % at 10 µM | 0.66% of 360,000 active | AID 651702, 2012;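 active = inhibition above about 55%, limit read from the data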
* marks the source's active call; other numbers are inactive results; . = no result given.

SMILES	Glyco luc inh	CaV13 ICDI inh	Cardio protect	ABCB6 inh 2	m5-HT2A agonist	MC4R antagonist	MC4R ag barr	ABHD5 PLIN5 PPI	PDI turbidity	Granule exo inh
Cc1ccc2c(CN(C)Cc3ccc(OC(F)F)cc3)cc(=O)oc2c1C	-4	-3	-18	94	-1	4	-1.5	-12	-1	84*
COc1cccc(NC(=S)NCCc2ccccn2)c1	1	-6	5	97	6	2	0.1	3	-5	0
COC(=O)CN1C(=O)C2(C(C#N)=C(N)Oc3ccccc32)C2=C1CC(C)(C)CC2=O (centres undefined)	2	-6	3	100	0	13	-0.5	-3	-3	1
Cc1ccc(NS(=O)(=O)c2cccc(C(=O)N3CCCCC3)c2)cc1	1	-6	-3	94	2	4	-2.3	-6	0	-5
CCOc1ccc(Cl)cc1-c1cc(C(=O)Nc2ccc(F)cc2)[nH]n1	0	-5	-7	96	-5	16	2.1	2	2	2
Cc1ccc(N2CC(C)Cn3c2nc2c3c(=O)n(CC(=O)OCc3ccccc3)c(=O)n2C)cc1C (centres undefined)	-1	-8	9	97	-4	6	0.2	2	-2	0
COC(=O)CSc1nc(SCc2ccccc2Cl)nc2c1CCCC2	-1	-5	3	89	0	21	1.0	0	2	-5
O=C(Cc1ccc(F)cc1)N1CCC2(CC1)NCCc1[nH]cnc12	1	-7	9	97	4	-2	-1.6	-4	1	-1
N#Cc1c(N)c(C(=O)c2ccc(Cl)cc2)n2c1CCC2	0	1	-3	93	-3	1	-1.5	-6	4	3
CCN(C(=S)NC(=O)CCc1ccccc1)c1ccccc1	2	-3	2	103	-2	8	-0.8	-4	6	12
O=C1CCCN1CCC12CC3CC(CC(C3)C1)C2	-2	-2	18	82	1	-7	-0.5	-8	.	-1
O=C(NCCc1ccccc1)c1nc2ncccn2n1	2	-3	3	92	1	-4	2.9	-1	8	3
CCn1c(CNc2ccc(Cl)cc2)nnc1SCC(=O)NCc1ccccc1	-2	-4	4	92	-1	4	-1.6	-5	-2	-3
CC(Cc1cccs1)NC(=O)c1cccc(Cl)c1 (centres undefined)	0	-5	-7	101	0	4	-1.2	4	-10	2
CC(C)Cn1c(N)c(C(=O)COC(=O)C2Cc3ccccc3CN2S(C)(=O)=O)c(=O)n(C)c1=O (centres undefined)	0	-3	-12	90	5	3	0.1	-3	-6	-3
CCCC(C(=O)NCC1CCCO1)N(Cc1ccccc1)C(=O)CNS(=O)(=O)c1ccccc1 (centres undefined)	2	-7	-6	95	-1	7	-0.1	-6	0	-6
O=C(CCC1CCCN(C(=O)c2cccnc2)C1)NCc1ccccc1F (centres undefined)	-2	-5	4	96	-2	18	-0.7	0	-2	-1
c1ccc2c(N3CCCCC3)nc(N3CCOCC3)nc2c1	-4	-4	-1	87	-4	1	1.6	-8	4	3
COC(=O)c1cc(-c2ccc(Cl)cc2)n(-c2ccc(S(N)(=O)=O)cc2)n1	1	-4	-7	100	0	18	0.1	2	7	0
COC(=O)C(NC(C)=O)(Nc1ccc(Br)cn1)C(F)(F)F (centres undefined)	-3	-5	5	95	0	6	-0.6	-6	1	5
O=C(NCCc1ccccc1)/C(=C\c1cccc([N+](=O)[O-])c1)NC(=O)c1ccco1	.	.	11	102	2	13	-4.5	3	-5	5
CN(C)c1ccc(-c2n[nH]c(=S)n2-c2ccccc2)cc1	-2	-2	-2	105	2	-2	-4.0	-2	4	6
O=S(Cc1ccc(Br)cc1)Cc1nnc(SCc2ccc(Cl)cc2)n1-c1ccccc1 (centres undefined)	-7	-4	-7	93	0	14	4.2	-2	-6	4
O=C(CN(C(=O)CNC(=O)c1ccco1)c1ccc(F)cc1)NC1CCCC1	1	-7	-3	101	-2	5	3.5	-8	11	-7
COc1ccc(NC(NC(=O)c2cccnc2)C(Cl)(Cl)Cl)cc1 (centres undefined)	1	-19	-9	99	-3	0	-1.3	1	0	-1
CNC(=O)Nc1ccc(Cn2cc(C(F)(F)F)ccc2=O)cc1	2	-3	1	99	9	-1	-1.4	4	-4	-4
COc1ccc2cc(C(=O)Nc3ccc(S(N)(=O)=O)cc3)sc(=O)c2c1OC	2	-5	5	95	-5	-5	-2.5	2	10	-2
Cc1cc(C)nc(SCc2nnc(SCC(N)=O)o2)n1	4	2	-3	96	1	-5	-2.8	-5	4	3
CSc1ccc(CNC(=O)C2(C)CCN2C(C)C)cc1 (centres undefined)	0	-4	-6	106	3	6	-0.8	3	9	-3
Cc1cccc(N2CN(Cc3ccco3)CNC2=S)c1	3	-4	18	98	6	9	0.4	-3	-2	4
O=C1CN(C(=O)COC(=O)c2ccc(Br)o2)c2ccccc2N1	5	-6	5	84	8	-4	-1.0	8	-2	0
Cn1c(-c2ccccc2)cnc1NCc1cc2c(cc1[N+](=O)[O-])OCO2	-2	-5	1	99	0	-1	-0.8	-9	1	1
Cn1cc(/C=C2\SC(=S)N(N3CCOCC3)C2=O)c2ccccc21	2	-12	-12	103	2	5	3.2	9	-9	2
Cc1ccc(OC(=S)Nc2ccc(O)cc2)cc1	1	0	-15	91	0	0	-0.2	-16	1	1
O=C(Cc1ccccc1)N/N=C/c1ccccn1	3	-10	15	93	-3	-12	0.2	7	-4	5
Cc1ccc(CS(=O)(=O)c2cn(CC(=O)N3CCOCC3)c3ccccc23)cc1	4	.	-1	95	4	3	-0.7	-6	16	-2
Cc1noc(C)c1CSCC(=O)N(C)CC(=O)Nc1ccccc1Cl	-2	-2	-1	98	14*	-1	-2.7	1	-6	-1
CC(CCc1ccco1)N(C)S(=O)(=O)c1csc(C(N)=O)c1 (centres undefined)	-1	-3	-6	100	4	-1	-2.0	-7	6	-4
CCOc1ccc(Cn2c(=O)sc3ccccc32)cc1	-3	-15	-5	97	-4	2	0.6	-9	-2	5
CC(C)Cc1nnc(NC(=O)c2cccc(S(=O)(=O)N3CCN(C)CC3)c2)s1	1	-12	-2	100	5	-8	-1.8	-7	1	-12
CCOC(=O)c1[nH]n(-c2ccc(Cl)cc2)c(=O)c1C	0	-5	4	97	5	3	-1.6	1	0	-2
Cc1cc(C)n2nc(SCC(=O)N(CCC#N)c3ccc(F)cc3)nc2n1	2	-2	1	96	0	0	1.2	-1	-4	-2
CCC(=O)NC(=S)Nc1c(C)cc(Br)cc1C	1	-35	-11	95	-1	20	-2.2	-3	2	3
CCc1nnc(NC(=O)CSc2ccc(-c3ccccc3OC)nn2)s1	0	2	10	97	3	10	-1.8	3	-5	-13
O=C(CSc1nc2ccc(NC(=O)C3CCCCC3)cc2s1)NCC1CCCO1 (centres undefined)	-2	-5	-1	93	2	3	0.5	3	2	-3
O=C(c1cc(C2CC2)on1)N1CCCC(N2CCN(c3cccc(C(F)(F)F)c3)CC2)C1 (centres undefined)	0	-10	1	94	-9	4	-3.7	-2	6	-4
CN(CCOc1ccccc1)c1ccc(S(=O)(=O)N2CCCCC2)cn1	-5	-6	-11	101	-5	4	-0.2	3	3	12
O=C(NC(=S)Nc1cccnc1)c1cccc(Cl)c1	6	-9	4	103	-8	6	-2.3	-6	-8	2
C#CCOc1nc2c(c(=O)n(C)c(=O)n2C)n1Cc1ccccc1	-2	-2	-3	97	-5	6	0.3	4	7	-12
COc1ccc(OC)c(NC(=O)CN2C(=O)COc3ccc(S(=O)(=O)N4CCCC4)cc32)c1	2	-2	-3	98	-2	11	-0.2	12	-3	8
COc1ccc2c(c1)c([C@@H]1[C@H](C)[C@H]3CCCC[C@H]3CN1S(=O)(=O)c1ccc(C)cc1)cn2C	-10	-5	-16	107	14	13	2.3	0	7	6
CCOC(=O)c1ccccc1NC(=O)CC(C)CC(=O)O (centres undefined)	1	-2	22	99	3	13	1.1	2	8	0
C/C(=N/NC(=O)CCC(=O)Nc1ccc(Br)cc1)c1ccc(Br)cc1	0	-3	-11	95	1	10	0.8	0	0	-3
c1coc(-c2cc(C3CCNCC3)[nH]n2)c1	-1	-5	1	105	2	11	-2.4	4	-8	0
CCCCCCCCCC1(CC(=O)OCC)SCCN1C(N)=O (centres undefined)	0	-5	-11	96	-1	6	-0.1	-8	-7	-3
CC(C)CN(C)C(=O)CCc1nnc(Cc2ccc(-c3ccccc3)cc2)o1	-4	-7	-5	94	-3	0	-0.5	6	10	1
CC(C)(C)C1=CC(O)(c2ccccc2)C=C(C(C)(C)C)C1=O	-5	-4	-9	105	11	17	6.2	-9	3	6
CCOC(=O)/C=C(/C)N1N=C(c2ccc(OC)cc2)CC1c1cccc([N+](=O)[O-])c1 (centres undefined)	1	-4	9	96	-6	7	-0.6	3	-5	1
CCOCCCNC(=O)c1cn(CC)c2ccc(S(=O)(=O)N(C)C3CCCCC3)cc2c1=O	-2	-2	6	99	5	0	-1.3	5	-1	-1
O=C(CCCc1cccs1)Nc1nc2c(s1)CCCC2	0	-4	-4	106	-2	-1	5.2	-10	0	-2
Cc1ccc(C(=O)Nc2nnc([C@H]3C[C@H](O)[C@@H](CO)O3)s2)cc1	3	-6	2	97	5	14	-1.2	5	-4	12
Cc1cc(C(=O)NC2CCCCCC2)c2ccccc2n1	1	-6	-4	102	-3	5	1.1	7	6	-2
Cc1cc(=O)n(CC(C)C)c(O)c1C#N	3	-6	15	114	2	-4	-1.1	-14	9	3

Compound profiles (already shown):
Profile of Cc1ccc(C(=O)Nc2nnc([C@H]3C[C@H](O)[C@@H](CO)O3)s2)cc1 → Glyco luc inh: 3; CaV13 ICDI inh: -6; Cardio protect: 2; ABCB6 inh 2: 97; m5-HT2A agonist: 5; MC4R antagonist: 14; MC4R ag barr: -1.2; ABHD5 PLIN5 PPI: 5; PDI turbidity: -4; Granule exo inh: 12
Profile of Cc1cc(=O)n(CC(C)C)c(O)c1C#N → Glyco luc inh: 3; CaV13 ICDI inh: -6; Cardio protect: 15; ABCB6 inh 2: 114; m5-HT2A agonist: 2; MC4R antagonist: -4; MC4R ag barr: -1.1; ABHD5 PLIN5 PPI: -14; PDI turbidity: 9; Granule exo inh: 3
